Assay outcomes from PubChem BioAssay.
Salmonella PhoP GFP: Inhibition of PhoP regulon, Salmonella typhi GFP reporter cells, confirmation, 4 h (AID 1850); Salmonella Typhi PhoP-promoter GFP reporter, fluorescence, 4 h; higher % means a stronger effect; inhibition, % at 50 µM; hits with a dose series show IC50 in µM; 310,000 tested, 0.33% active; in the data active = a potency from the dose series; inconclusive = inhibition mostly from about 25% at the one dose, without a potency; inactive = the rest, 99 in 100 with inhibition below about 19%;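 also: 0% = induced wells with vehicle and 100% = uninduced wells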
H37Rv inhibition: M. tuberculosis growth inhibition, HTS (AID 449762). M. tuberculosis H37Rv growth inhibition, 7H9 media; higher % means a stronger effect. inhibition, % at 25 µM; hits with a dose series show IC50 in µM. 330,000 tested, 0.59% active; in the data active = a potency from the dose series; inconclusive = inhibition above about 70% without an active follow-up result;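 also: bacterial growth assessed after seven days of incubation; strong numbers were not always called active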
VEEV TC-83 Vero: inhibitors of VEEV TC-83 cytopathic effect, confirmation, Vero cells (AID 588727) | Vero cells, VEEV TC-83 cytopathic effect inhibition; higher % means a stronger effect | one-dose inhibition, % at 20 µM; IC50 in µM for titrated hits | 350,000 tested, 0.13% active; in the data active = a potency from the dose series; inconclusive = inhibition mostly from about 14% at the one dose, without a potency; inactive = the rest, 99 in 100 with inhibition below about 12%; also: strong numbers were not always called active
tuberculosis growth: growth inhibition of non-replicating M. tuberculosis (AID 488890) | Mycobacterium tuberculosis non-replicating, growth inhibition; higher % means a stronger effect | inhibition, % at 25 µM, or IC50 in µM where a hit was titrated | 320,000 tested, 0.39% active; in the data active = a potency from the dose series; inconclusive = inhibition mostly from about 82% at the one dose, without a potency; inactive = the rest, 99 in 100 with inhibition below about 76%;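 also: plate controls were DMSO cells for no effect and high antibiotic wells for full effect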
H1N1 NS1A inhibition: H1N1 influenza NS1A inhibitors, functional cell based assay (AID 504329). NS1A functional cell-based assay, percent inhibition; higher % means a stronger effect. one-dose inhibition, % at 12.5 µM; IC50 in µM for titrated hits. 340,000 tested, 0.3% active; in the data active = a potency from the dose series; inconclusive = inhibition above about 27% without an active follow-up result; also: strong numbers were not always called active
VEEV TC-83 Vero 10K pilot screen: also measured in VEEV TC-83 Vero; calls as there; inhibition, %; measured here: 10K pilot screen inhibition
Active calls of the source: *; i = inactive; ? = inconclusive; . = not tested or not shown; & = joins results of further samples. Random draw from the library. About 1.5% of those tested had a hit in this group.

SMILES | Salmonella PhoP GFP | H37Rv inhibition | VEEV TC-83 Vero | tuberculosis growth | H1N1 NS1A inhibition | others
COc1ccc(NC(=O)CN(C)S(=O)(=O)c2cnc[nH]2)cc1Cl | 4% | 4% | i | -3% | 1%
O=C(CN1CCN(c2ccccc2F)CC1)Nc1nnc(C(F)(F)F)s1 | -8% | ? | 0.1% | ? | -15%
Cc1ccc(S(=O)(=O)N2CCC(C(=O)Nc3nnc(C)s3)CC2)cc1 | 4% | 5% | 0.8% | -5% | 3%
O=[N+]([O-])c1ccc(S(=O)(=O)N2CCN(c3ccc(N4CCOCC4)nn3)CC2)cc1 | 3% | 1% | i | 9% | 9%
COc1ccc(CCNC(=O)C(=O)NCC2CCCN2S(=O)(=O)c2ccccc2)cc1OC (configuration not stated) | -6% | 4% | 9.1% | 32% | -17%
O=C(COC(=O)CCCCCN=C1NS(=O)(=O)c2ccccc21)Nc1ccc(Cl)c(Cl)c1 | 2% | 4% | 0.5% | 6% | 7%
CCOc1ccc(S(=O)(=O)N2CCC(C(=O)NC3CC3)CC2)cc1C | 12% | -1% | 0.6% | -6% | 0%
O=C(c1cccnc1NCc1ccc(F)cc1)N1CCOCC1 | -1% | 7% | i | 6% | -3%
CCC(=O)N/N=C/c1ccc(-c2ccc([N+](=O)[O-])cc2)o1 | -4% | ? | 1.9% | 75% | -4%
CC(C)N1CCN(S(=O)(=O)c2ccccc2)CC1 | -1% | -3% | i | -10% | 0%

Next part (five carried over from the part before).
SMILES | Salmonella PhoP GFP | H37Rv inhibition | VEEV TC-83 Vero | tuberculosis growth | H1N1 NS1A inhibition | others
O=C(COC(=O)CCCCCN=C1NS(=O)(=O)c2ccccc21)Nc1ccc(Cl)c(Cl)c1 | 2% | 4% | 0.5% | 6% | 7%
CCOc1ccc(S(=O)(=O)N2CCC(C(=O)NC3CC3)CC2)cc1C | 12% | -1% | 0.6% | -6% | 0%
O=C(c1cccnc1NCc1ccc(F)cc1)N1CCOCC1 | -1% | 7% | i | 6% | -3%
CCC(=O)N/N=C/c1ccc(-c2ccc([N+](=O)[O-])cc2)o1 | -4% | ? | 1.9% | 75% | -4%
CC(C)N1CCN(S(=O)(=O)c2ccccc2)CC1 | -1% | -3% | i | -10% | 0%
Cc1ccc(S(=O)(=O)Nc2ccccc2F)cc1C(=O)OC(C)C(=O)N1CCOCC1 (configuration not stated) | -10% | -8% | 0.7% | 12% | -3%
O=C(COC(=O)C1(c2ccc(Cl)cc2)CCCC1)NC1CCS(=O)(=O)C1 (configuration not stated) | 15% | 0% | i | 2% | 5%
Cc1nn(C(C)C(=O)NCc2cccs2)c(C)c1[N+](=O)[O-] (configuration not stated) | 8% | 5% | 1.7% | -1% | 11%
Clc1cc(NC2CCCCC2)ncn1 | -8% | -7% | 2.4% | -6% | 21%
O=C(O)c1nn2c(c1Br)NC(c1ccccc1)CC2C(F)(F)F (configuration not stated) | 0% | -4% | 1.5% | -9% | -6%
CCOc1ccc(NC(=O)C2CC(=O)OC2c2ccccc2)cc1 (configuration not stated) | 7% | ? | 0.5% | -14% | -19%
O=Nc1c(O)n(Cc2ccccc2)c2ccccc12 | -10% | -2% | 0.6% | 11% | -5%
COc1ccc(CN2C=C3C(=O)C(C)(OC(=O)CCc4ccccc4)C(=O)C=C3C=C2c2ccc(C#N)cc2)cc1 (configuration not stated) | 8% | 5% | 6.8% | 18% | -7%
COc1cccc(NC(=S)/C(=C(\[O-])c2ccc([N+](=O)[O-])cc2)[n+]2ccccc2)c1 | 2% | -13% | 0.4% | 21% | -5%
COc1ccc2sc(N3C(=O)CC(Cc4cccc(C)c4)C3=O)nc2c1 (configuration not stated) | -14% | -4% | i | 14% | 1%
CC/C(=N/O)C(=O)c1ccc(Br)cc1 | 6% | 2% | 0.6% | ? | 1%
Cc1ccsc1C(=O)Nc1nc2ccccc2[nH]1 | -10% | ? | 0.6% | ? | -22%
COc1ccc(NC2CCCN(C(=O)c3csc(C(C)C)n3)C2)cc1OC (configuration not stated) | 4% | 3% | 2.5% | 2% | -4%
CC(=O)c1ccc(-c2cccc(-c3nc4ccccn4c3NC3CCCCC3)c2)cc1 | 1% | ? | 4.3% | 59% | 9%
Oc1cc2c(cc1CN1CCN(c3cccc(C(F)(F)F)c3)CC1)CCC2 | 1% | 17% | 2.3% | 68% | 5%
COc1cc(OC)c(NC(=O)c2ccc3c(SCC(=O)O)c4c(nc3c2)CCCC4)cc1Cl | 3% | 19% | 2.1% | 8% | -4%
Cc1ccc(S(=O)(=O)N2CCC(C(=O)N3CCC(C(=O)NCc4cccnc4)CC3)CC2)cc1 | 0% | -14% | 0.6% | -7% | 7%
COc1ccc(C[C@@H]2c3cc(O)c(OC)cc3CCN2C)cc1O | 6% | -2% | 0.6% | -29% | 12%
Cc1ccc(S(=O)(=O)N2CCN(C(=O)C3CCCO3)CC2)cc1 (configuration not stated) | -7% | -5% | 1.7% | 2% | -13%
CCCCN(S(=O)(=O)c1ccccc1)S(=O)(=O)c1ccccc1 | 9% | 3% | 3.2% | 19% | 7%
CN(C)c1ccc(NC(=S)NC(=O)/C=C/c2ccc(Cl)cc2)cc1 | 17% | -7% | 1.9% | 3% | 8%
CCOC(=O)Cn1nc(C)c(NC(=O)COc2ccc(C)c(C)c2)c1C | 20% | -13% | 0.5% | -11% | -7%
Cc1ccc(C(=O)CCS(=O)(=O)c2ccc(Cl)cc2)cc1 | 2% | 52% | 4.0% | ? | -2%
CCN(CC)S(=O)(=O)c1ccc2nnn(O)c2c1 | -2% | -4% | 1.1% | -4% | -2%
Cc1ccc(NC(=O)c2oc(=O)c3ccccc3c2-c2ccccc2)c(C)c1 | -2% | -3% | i | -4% | -4%
N#C/C(=C\c1ccccc1Cl)C(=O)Nc1ccccn1 | 2% | -8% | 0.2% | -16% | 1%
CCn1ccnc1CN(C)Cc1nc(-c2cccc(Cl)c2)no1 | 13% | -4% | i | 51% | -1%
N/C(Cc1ccc([N+](=O)[O-])cc1)=N\OC(=O)c1ccc2ccccc2c1 | 4% | 22µM* | 6.3% | 19% | 10%
COc1ccc(-c2noc(CCC(=O)N3CCN(c4ccccc4OC)CC3)n2)cc1 | . | . | 10% | . | -3%
COCCOC(=O)c1c(C)n(C)c2ccc(OC(=O)c3ccccc3OC)cc12 | -14% | -2% | 2.5% | 24% | -2%
COc1cccc(NC(=O)N(C2CCCCC2)C(C)c2cccs2)c1 (configuration not stated) | -8% | -1% | i | 9% | 0%
CCCc1nc(Nc2nc3ccccc3o2)nc(C)c1C(=O)OCC | 7% | -22% | 3.8% | 26% | -5%
COc1cccc(C(C(=O)NCC2CCCO2)N(C(=O)Cn2nnc3ccccc32)c2ccc(NC(C)=O)cc2)c1 (configuration not stated) | -2% | -5% | i | -10% | -8%
COc1ccccc1NC(=O)CC1Nc2ccccc2NC1=O (configuration not stated) | 10% | -14% | 4.3% | 21% | -4%
COc1ccc(S(=O)(=O)N2CCCC2CNC(=O)c2cccc(OC)c2)cc1 (configuration not stated) | 0% | 0% | 1.0% | 9% | 1%
Cc1cccc(N2CN=c3s/c(=C\c4ccncc4)c(=O)n3C2)c1 | . | . | i | . | -24%
CN(C)CCn1c2c(c(SCC(=O)NCc3ccccc3)nc1=O)CCCC2 | 2% | -4% | 1.0% | 0% | -4%
C=CCn1c(=NC(=O)c2ccco2)sc2cc(C(=O)OCC)ccc21 | 6% | 9% | 0.5% | -5% | -4%
COc1ccc(-c2nn[nH]n2)cc1OC | 5% | -4% | 0.3% | -4% | -3%
O=C(O)C1C2CCC(O2)C1C(=O)Nc1cccc(Br)c1 (configuration not stated) | 7% | -3% | 0.9% | -17% | -2%
Cc1cc(NC(=O)CCC(=O)N(CC(=O)NC2CCCC2)c2cccc(F)c2)no1 | 6% | -1% | i | -7% | 3%
CCN(CC)S(=O)(=O)c1ccc2c(c1)nc(SCC(=O)NC1CC1)n2-c1ccccc1OC | -8%&-5% | -5% | 8.2% | 11% | -20%
O=C(NCC1CCCO1)c1ccc(NC(=O)c2cccc([N+](=O)[O-])c2)cc1 (configuration not stated) | -7% | -9% | 0.5% | 18% | 21%
CCOc1ccc(NC(=O)C(CC(=O)O)Cc2ccc(C)cc2)cc1 (configuration not stated) | -7% | 0% | 1.2% | 4% | -7%
Cc1ccnc(NC(=O)C(C)N2C(=O)c3ccccc3C2=O)c1 (configuration not stated) | -2% | -2% | i | -2% | 0%
CCOC(=O)C(=O)NNc1ccccc1OC | 3% | 13% | 0.3% | 32% | -4%
CCc1ccc(OCCOCC(O)CNC(C)(C)C)cc1 (configuration not stated) | 0% | -7% | i | 12% | -5%
CC1CCCCN1C(=O)c1ccccc1NC(=O)c1ccco1 (configuration not stated) | -2% | -7% | 1.2% | -10% | 6%
Cc1ccc(NC(=S)NCc2ccc(Cl)cc2)c(OC(F)F)c1 | -3% | -3% | 2.1% | 60% | 0%
O=Cc1ccnc(-c2ccc(OC(=O)c3ccco3)cc2)n1 | -9% | 3% | 0.8% | i | -4%

Next part:
SMILES | Salmonella PhoP GFP | H37Rv inhibition | VEEV TC-83 Vero | tuberculosis growth | H1N1 NS1A inhibition | others
O=S(=O)(NCCSCc1c(Cl)cccc1Cl)c1ccc2c(c1)OCCO2 | -10% | 8% | i | 12% | -3%
Cc1ccc(NC(=O)c2ccco2)nc1 | . | . | 0.2% | . | -2%
CC1(C(=O)O)Oc2cccnc2NC1=O (configuration not stated) | 8% | -4% | 2.6% | -10% | 1% | VEEV TC-83 Vero 10K pilot screen=3.9
COc1cc(C2=NOC(C(=O)NCc3cccs3)C2)cc(OC)c1OC (configuration not stated) | -1% | -2% | 8.3% | 0% | 1%
CN1CCN(CC(O)COc2ccc(C(=O)O)cc2)CC1 (configuration not stated) | -5% | 4% | 0.4% | 5% | 4%
N/C(=N\OC(=O)C12CC3CC(CC(C3)C1)C2)c1ccccc1 | 1% | -1% | i | 8% | -16%
CN(Cc1cccs1)C(=O)Cc1c[nH]c2ccccc12 | -8% | 0% | 1.2% | 43% | -6%
CCCn1c(SCC(=O)c2cc(C)n(C3CC3)c2C)n[nH]c1=O | . | 4% | 1.9% | 7% | -7%
CN(CC(=O)Nc1ccc2c(c1)CCC2)CC(=O)Nc1ccccc1Br | 2% | 41% | 1.4% | 35% | -10%
Cc1nc(-c2ccc(S(=O)(=O)N3CCCN(CCc4ccccc4)CC3)s2)cs1 | 12% | ? | 5.7% | 18% | .
CN(C(=O)OC(C)(C)C)[C@H](Cc1ccccc1)C(=O)N[C@H]1CCCCNC1=O | . | . | 0.9% | . | -12%
CN(C)S(=O)(=O)c1cccc(NC(=O)CSc2nc3c(cc2C#N)C(=O)CC(C)(C)C3)c1 | 1% | -6% | 9.2% | -4% | -11%
O=C(Nc1cccnc1Cl)c1ccc2c(Cl)c3c(nc2c1)CCC3 | . | . | 0.4% | . | -5%
C=CC[N+]1(CC=C)CCOCC1 | -12% | -5% | 0.2% | 0% | -8%
CN(CC(=O)Nc1ccc(Cl)c(C(F)(F)F)c1)C(=O)CCC(=O)c1ccccc1 | . | 4% | 6.9% | 29% | -1%
CCNc1ccc(Br)cc(C(=O)/C=C/c2ccc(Cl)cc2)c1=O | -16% | -2% | 12% | 42% | 12% | VEEV TC-83 Vero 10K pilot screen=27
CCCCC1=CC2=C(c3ccco3)C(=O)C(C)(OC(=O)c3ccc(OC)cc3)C(=O)C2=CN1CC1CC1 (configuration not stated) | 4% | 1% | 0.4% | 71% | 17%
O=C(Cn1nnc2ccccc21)c1ccc(Br)cc1 | 9% | 0% | 1.1% | 63% | -4%
CCCn1cc(S(=O)(=O)c2ccc(Cl)cc2)c(=O)c2cc(OC)ccc21 | -5% | 6% | 0.1% | 0% | -3%
CCn1nc(C)c(/C=N/NC(=O)Cn2nnc(N)n2)c1C | 8% | 3% | 0.1% | -2% | -15%
C=CCNCCOc1ccc(C(C)(C)c2ccccc2)cc1 | 7% | 2% | i | 31% | -7%
COc1cc(CCC(=O)N2CCN(S(=O)(=O)c3ccc(C)c(C)c3)CC2)cc(OC)c1OC | -1% | -3% | i | 3% | -5%
NC(=O)c1ccc(Nc2ccc3c(c2)CCC3)c([N+](=O)[O-])c1 | -4% | -3% | 0.6% | 5% | 20%
CC(C)Cn1c(N2CCN(C(=O)c3cccs3)CC2)nc2ccccc21 | -2% | -9% | 6.3% | 17% | 2%
